Glioma ERSR ind: ER stress response induction in glioma; Potency, µM, for inactives: at the highest dose activation, actives largely listed as activators; AID 602332; U87-MG GRP78 promoter luciferase reporter, 16 h; 0.02% of 420,000 active; further: potency means the concentration at half of the fitted maximal effect; series mostly up to about 76 µM; % of control where 0% means no effect; nearly all actives have a fitted effect of over 35% in size
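Stably transfected U87-MG glioma cells carrying a GRP78-based luciferase sensor; 16 h compound incubation. Luminescence end-point read 10 min after Bright-Glo addition at room temperature.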
LDHA inh: inhibitors of human lactate dehydrogenase A. P00338. purified LDHA, NADH/diaphorase-resazurin fluorescence; hits give low values. activity change, % (values are at about 110 or 230 µM). 0.15% of 480,000 active; in the data active means activity change below about -30%; inconclusive means mostly about -25% to -30%;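 further: plate controls were DMSO wells for no effect and wells without enzyme for full effect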
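Human LDH5 (2 nM) was incubated with 0.06 mM NADH and 0.2 mM pyruvate for 5 min at room temperature in Tris pH 7.4. Remaining NADH was coupled through diaphorase/resazurin, and resorufin fluorescence was read at 0 and 20 min.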
Vif-APOBEC3G blk: blocks the Vif interaction with human APOBEC3G. 0.076% of 410,000 active. AID 602310. Potency, µM (top dose mostly 46.1 µM), inactives show at the highest dose activity, negative = active, actives largely listed as inhibitors. HeLa A3G-eYFP + Vif (tagged APOBEC3G with the HIV-1 protein that degrades it), YFP fluorescence, overnight. Q9HC16;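 further: potency means the concentration at half of the fitted maximal effect; on the % scale 0 is the no-effect control and ±100 the full control effect; nearly all actives have a fitted effect of over 60% in size; hits raise eYFP signal because A3G escapes Vif-driven loss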
Target sequence (Q9HC16 whole entry, looked up): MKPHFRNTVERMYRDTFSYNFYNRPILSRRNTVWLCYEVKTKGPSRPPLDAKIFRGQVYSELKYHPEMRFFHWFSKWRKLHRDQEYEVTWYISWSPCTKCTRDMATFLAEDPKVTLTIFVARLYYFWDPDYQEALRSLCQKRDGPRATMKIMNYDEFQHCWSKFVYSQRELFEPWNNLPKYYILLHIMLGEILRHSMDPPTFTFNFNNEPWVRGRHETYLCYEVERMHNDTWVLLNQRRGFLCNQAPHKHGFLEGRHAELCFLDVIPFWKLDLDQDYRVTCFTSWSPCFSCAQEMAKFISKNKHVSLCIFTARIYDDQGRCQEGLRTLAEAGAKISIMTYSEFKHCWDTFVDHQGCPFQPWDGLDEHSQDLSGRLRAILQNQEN
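Read-out is eYFP fluorescence (Ex 488/Em 500-530) from Vif-expressing HeLa A3G-eYFP cells; more signal means A3G escaped Vif-mediated degradation. Cells plated overnight, compound pinned in, incubated overnight at 37 deg C.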
An asterisk follows results filed as active; u = inconclusive. Unless noted, the call rests on the fitted dose curve; in most records, active means well fitted curve in the direction sought with a large enough effect; inconclusive means small, poorly fitted or top-dose-only effect, or another doubt; inactive means no such curve, though single readings can be large; an effect the other way counts as inactive or inconclusive. Only part of the results is shown (hit frequency here may not be typical).

LDHA inh	Glioma ERSR ind	Vif-APOBEC3G blk	mol
-1	-1%	-2%	CCOC(=O)C1(C)CCN1C(=O)c1cccc(OC(F)(F)F)c1 (centres undefined)
-13	-2%	-1%	COc1cccc(-c2cnc(C(O)c3ccc(C)cc3C)[nH]2)c1 (centres undefined)
-6	-5%	-1%	CC1(C(=O)NS(=O)(=O)c2ccc(C#N)cc2)CCN1C(=O)Cc1ccccc1Cl (centres undefined)
-5	-4%	-3%	COc1ccc(F)cc1-c1cc(C(=O)NCc2ccccc2)[nH]n1
-12	1%	-2%	COc1ccc(S(=O)(=O)N(C)C[C@@H]2OCc3cn(nn3)CCCC(=O)N([C@H](C)CO)C[C@H]2C)cc1
-8	-2%	0%	OC[C@@H]1CN(C2CCCC2)C[C@H](n2cnc3c(N4CCCC4)ncnc32)O1
-7	6%	0%	CCOC(=O)C1(C)CCN1C(=O)c1ccc(C#N)cc1 (centres undefined)
-3	-4%	1%	CCCN1CCC(C(=O)NC(c2ccc(Cl)cc2)c2ccsc2)CC1 (centres undefined)
-4	-2%	1%	CC1(C(=O)NS(=O)(=O)Cc2cccc(Cl)c2)CCN1C(=O)c1cccc(F)c1 (centres undefined)
-5	-4%	3%	COc1ccc(CC(N)c2csc(Nc3ncccn3)n2)cc1 (centres undefined)
-1	1%	0%	CS(=O)(=O)N1CCCCC1c1cc(C(=O)Nc2ccc3c(c2)OCO3)no1 (centres undefined)
-15	-7%	-4%	CCOc1ccc(-c2cc(C(=O)NCc3ccc(C(F)(F)F)cc3)[nH]n2)c(C)c1
-9	-2%	-5%	CCNC(=O)C1CCCN(C(=O)c2ccc3c(c2)OCO3)CC1 (centres undefined)
-5	0%	-3%	CCCS(=O)(=O)NC(=O)C1(C)CCCN(C(=O)/C=C/c2ccccc2)C1 (centres undefined)
-1	-2%	-1%	CC(C)(C)NC(=O)C1(C)CCC(=O)N1CC(F)(F)F (centres undefined)
-9	-2%	2%	COc1ccc(CN(C)C(=O)/C=C/[C@H]2O[C@@H](n3cc(C)c(=O)[nH]c3=O)C[C@@H]2O)cc1OC
-5	-2%	-6%	Cc1ccc(CN2C(=O)C(CC(C)C)Nc3ncnc(N4CCCCC4)c32)cc1 (centres undefined)
-5	-4%	-2%	CCCNC(=O)C1(C)CCCN(Cc2ccc(-c3ccccc3)cc2)C1 (centres undefined)
1	-3%	2%	COc1ccc(CC(N)c2csc(NC(=O)c3cccs3)n2)cc1 (centres undefined)
-11	-4%	0%	CN1OC[C@@H]2CN(S(=O)(=O)c3ccccc3)[C@H](c3ccc(-n4ccnc4)cc3)C[C@@H]21
-5	-5%	-1%	O=C(O)C(=Cc1ccccc1Cl)c1ccccc1
-4	-3%	-5%	CCOC(=O)C1=CCN(S(=O)(=O)c2cccc(Cl)c2)C1c1cccc(F)c1 (centres undefined)
-6	-2%	-3%	CC1(C(=O)Nc2cccc3c2CCCC3)CCN1C(=O)CCc1ccc(Cl)cc1Cl (centres undefined)
1	-3%	-3%	CCc1nc2c(OCC(=O)c3ccc(Cl)cc3Cl)cccn2c1N(C)C(=O)c1cccs1
-3	-2%	-6%	CC(C)N1CCC(C)(C(=O)Nc2cccc3c2CCCC3)C1 (centres undefined)
-2	0%	1%	COCCNc1ncnc2c1ncn2[C@H]1CN(CCN2CCOCC2)C[C@@H](CO)O1
-4	0%	-11%	COc1ccc(NC(=O)C2(C)Cc3c(-c4ccc(C(N)=O)cc4)ccnc3O2)cc1 (centres undefined)
-2	-4%	-2%	CCN(CC)c1ncnc2c1ncn2[C@H]1CN(Cc2ccco2)C[C@@H](CO)O1
-3	-1%	0%	COc1cccc(CCN2C(=O)CCC3=C2CCC3=O)c1
11	-2%	-6%	Cn1ccc2c(N3CCCCC3)cc3c(c21)C1CCC3C1 (centres undefined)
-4	-5%	-3%	NC(c1csc(Nc2ncccn2)n1)c1ccccc1Cl (centres undefined)
-1	-4%	-3%	CC(NC(=O)C1CCN(Cc2ccc(Oc3ccccc3)cc2)CC1)c1cccc2ccccc12 (centres undefined)
2	0%	-2%	CC(O)(c1cccnc1)c1nc(-c2cccc3cccnc23)cs1 (centres undefined)
-3	-4%	-3%	O=C1CC2c3ccccc3CCN2C(=O)CN1Cc1ccccc1 (centres undefined)
0	-2%	2%	CC1(C(=O)NS(=O)(=O)c2ccc(Cl)cc2)CCN1C(=O)C1(c2ccc(Cl)cc2)CC1 (centres undefined)
-5	4%	-30%	OC(Cc1ccccc1Br)c1ncc(-c2ccc(Cl)cc2)[nH]1 (centres undefined)
5	-1%	-5%	CC1=C(C(=O)N2CCCCCC2)CC(CC(=O)NC2CCCCC2)C(=O)N1Cc1ccccc1 (centres undefined)
3	-1%	-1%	CC(C)Oc1cccc(NC(=O)C2(C)CCN2C(C)C)c1 (centres undefined)
-9	-4%	-3%	OC(c1cccc(CN2CCCCC2)c1)c1ncc(-c2cccc3ccccc23)[nH]1 (centres undefined)
-4	-4%	-11%	OC(c1cccc(Cl)c1)c1nc(/C=C/c2ccc(C(F)(F)F)cc2)cs1 (centres undefined)
8	-2%	-1%	O=C(NCCc1cccs1)Nc1ccc2nc([C@@H]3O[C@H](CO)[C@@H](O)[C@H]3O)[nH]c2c1
5	2%	-10%	O=[N+]([O-])c1ccccc1S(=O)c1ccccc1[N+](=O)[O-]
-1	9%	-1%	OC(c1cccnc1)c1nc(-c2ccc3c(c2)OCO3)cs1 (centres undefined)
-5	-3%	-3%	CC(O)(c1ccc(F)c(F)c1)c1nc(-c2ccncc2)cs1 (centres undefined)
-6	-2%	0%	COc1cc(CNC(=O)c2cc(-c3cc(F)ccc3OC(C)C)n[nH]2)cc(OC)c1
-3	2%	-8%	O=C(Nc1cc(C(F)(F)F)cc(C(F)(F)F)c1)[C@H]1O[C@@H](n2ccc(=O)[nH]c2=O)[C@H](O)[C@@H]1O
0	-5%	u	CN(C)c1ccc(CNC(=O)C2(C)Cc3c(-c4ccc5c(c4)OCO5)ccnc3O2)cc1 (centres undefined)
-3	0%	-3%	O=C1c2ccccc2C(=O)N1CC(O)COc1cccc2ccccc12 (centres undefined)
1	-2%	-6%	Cc1ccccc1-c1csc(C(O)c2cccc(Cl)c2)n1 (centres undefined)
-4	6%	0%	O=C(c1cccnc1)N(Cc1ccccc1)C(c1ccccc1)c1nc2ccccc2[nH]1 (centres undefined)
-11	-9%	-2%	CC(C)CC(N)c1csc(Nc2cc(Oc3ccccc3)ncn2)n1 (centres undefined)
-5	-2%	-2%	O=C(Cn1cc(-c2ccccn2)nn1)NS(=O)(=O)c1cccc(OC(F)F)c1
-3	-5%	-11%	CCOC(=O)C1=C(c2ccccc2)N=c2sc(=Cc3cc(OC)c(OC)c(OC)c3)c(=O)n2C1c1cccs1 (centres undefined)
-7	-3%	1%	CC(=O)Nc1ccc(-c2ccnc3c2CC(C)(C(=O)Nc2ccc(C(C)C)cc2)O3)cc1 (centres undefined)
-1	2%	3%	CCCNC(=O)C1(C)CCN(C(=O)COc2ccc(C(C)(C)C)cc2)C1 (centres undefined)
-6	-4%	0%	N#Cc1ccc(S(=O)(=O)N2CCCCC2c2cc(C(=O)N3CCOCC3)no2)cc1 (centres undefined)
-16	2%	0%	OC(c1ccccc1)c1ncc(-c2ccccc2Cl)[nH]1 (centres undefined)
-11	-2%	0%	O=C(c1cc(C2CCCCN2S(=O)(=O)c2cccs2)on1)N1CCOCC1 (centres undefined)
0	-1%	1%	CSc1ccc(CN2CCC2(C)C(=O)Nc2cccc(Oc3ccccc3)c2)cc1 (centres undefined)
12	u	u	COc1ccc(-c2cnc3c(NC(C)=O)cc(-c4ccsc4)cn23)cc1OC

(next part)
LDHA inh	Glioma ERSR ind	Vif-APOBEC3G blk	mol
1	2%	4%	CCc1nc2ccc(C(=O)N3CCN(C(C)=O)CC3)cn2c1N(CC)C(=O)NCCc1ccccc1
-4	u	-6%	CC(C)(C)c1ccc(S(=O)(=O)NC(=O)C2(C)CCN2C(=O)Cc2ccc(-c3ccccc3)cc2)cc1 (centres undefined)
5	1%	0%	CN(C)CCCNc1nc2cc(-c3ccc4c(ccn4C)c3)sc2c(=O)n1C
-15	0%	-8%	Cc1ccc(C)c(C(O)c2ncc(-c3ccc4ccccc4c3)[nH]2)c1 (centres undefined)
-6	-2%	2%	CCCCn1nnnc1C(CCSC)N1CCN(C/C=C/c2ccccc2)CC1 (centres undefined)
-5	-2%	0%	Cc1ccc(CN2CCN(C(=O)/C=C/[C@H]3O[C@@H](n4cc(C)c(=O)[nH]c4=O)C[C@@H]3O)CC2)cc1
9	-1%	-4%	CCCCC(=O)N(C)c1c(CC)nc2c(OCc3ccccc3C)cccn12
-1	-2%	0%	C=CCNc1ncnc2c1ncn2[C@H]1CN(Cc2ccc(-c3ccccc3)cc2)C[C@@H](CO)O1
-2	-5%	-1%	CC1(C(=O)NS(=O)(=O)c2cccc(OC(F)F)c2)CCN1C(=O)C1CCCCC1 (centres undefined)
-5	-2%	0%	Cc1ccccc1S(=O)(=O)NC(=O)C1(C)CCN1C(=O)C1(c2ccccc2)CCCC1 (centres undefined)
1	3%	-3%	OC[C@@H]1CN(Cc2ccncc2)C[C@H](n2cnc3c(NCc4ccco4)ncnc32)O1
-11	-2%	-2%	Cc1cc(C)cc(CC(=O)N2CCC2(C)C(=O)NS(=O)(=O)c2cc(C)ccc2F)c1 (centres undefined)
3	-6%	-2%	CC1(Oc2cccc(F)c2)CCN(Cc2ccccc2OC(F)F)C1 (centres undefined)
-13	-1%	0%	CC1(C(=O)Nc2ccccc2F)CCN1C(=O)Cc1cc(F)ccc1F (centres undefined)
2	4%	-21%	NC(=O)c1cccc(-c2ccnc3c2CC(C(=O)NCCc2ccccc2)O3)c1 (centres undefined)
-4	-1%	3%	Nc1nc(=O)n(C2CC(O)C(CO)O2)cc1Cl (centres undefined)
5	-9%	-10%	CC(C)c1cccc(-c2csc(C(C)(O)c3ccc(F)c(F)c3)n2)c1 (centres undefined)
-1	-1%	1%	CCOC(=O)C(=O)N(C)c1c(CC)nc2c(OCc3ccccc3)cccn12
-5	-3%	1%	O=[N+]([O-])c1ccc(CN2CC(N3CCC(c4ccccc4)CC3)CS2(=O)=O)cc1 (centres undefined)
